# High-throughput results (PubChem BioAssay)
# ATXN2 expr inh – inhibitors of ATXN2 expression; HEK-293 ATXN2-luciferase reporter, luminescence, 24 h; Potency, µM (series often up to 57 µM), for inactives: at the highest dose activity change, negative = inhibition, actives largely listed as inhibitors; actives 0.72% (n = 360,000); note: % is set by controls: 0 for no effect and ±100 for the full control effect; nearly all actives have a fitted effect of over 55% in size
#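 ATXN2-luciferase reporter cells (luciferase flanked by upstream and downstream ATXN2 gene portions) were treated 24 h at 37 °C with compounds at up to 57 uM. SteadyGlo luminescence gave expression; GF-AFC fluorescence gave viability.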
# EPAC2 antag – antagonists of human EPAC2; EPAC2 GEF exchange of Rap1B-BODIPY-GDP, fluorescence; Potency, µM (titrated, usually from 114 µM), for inactives: at the highest dose activity, negative = inhibition, actives largely listed as inhibitors; actives 0.18% (n = 360,000); AID 720708; note: % is set by controls: 0 for no effect and ±100 for the full control effect; nearly all actives have a fitted effect of over 45% in size; many of its hits are not listed in these tables
# Target sequence (Q8WZA2 whole entry, looked up): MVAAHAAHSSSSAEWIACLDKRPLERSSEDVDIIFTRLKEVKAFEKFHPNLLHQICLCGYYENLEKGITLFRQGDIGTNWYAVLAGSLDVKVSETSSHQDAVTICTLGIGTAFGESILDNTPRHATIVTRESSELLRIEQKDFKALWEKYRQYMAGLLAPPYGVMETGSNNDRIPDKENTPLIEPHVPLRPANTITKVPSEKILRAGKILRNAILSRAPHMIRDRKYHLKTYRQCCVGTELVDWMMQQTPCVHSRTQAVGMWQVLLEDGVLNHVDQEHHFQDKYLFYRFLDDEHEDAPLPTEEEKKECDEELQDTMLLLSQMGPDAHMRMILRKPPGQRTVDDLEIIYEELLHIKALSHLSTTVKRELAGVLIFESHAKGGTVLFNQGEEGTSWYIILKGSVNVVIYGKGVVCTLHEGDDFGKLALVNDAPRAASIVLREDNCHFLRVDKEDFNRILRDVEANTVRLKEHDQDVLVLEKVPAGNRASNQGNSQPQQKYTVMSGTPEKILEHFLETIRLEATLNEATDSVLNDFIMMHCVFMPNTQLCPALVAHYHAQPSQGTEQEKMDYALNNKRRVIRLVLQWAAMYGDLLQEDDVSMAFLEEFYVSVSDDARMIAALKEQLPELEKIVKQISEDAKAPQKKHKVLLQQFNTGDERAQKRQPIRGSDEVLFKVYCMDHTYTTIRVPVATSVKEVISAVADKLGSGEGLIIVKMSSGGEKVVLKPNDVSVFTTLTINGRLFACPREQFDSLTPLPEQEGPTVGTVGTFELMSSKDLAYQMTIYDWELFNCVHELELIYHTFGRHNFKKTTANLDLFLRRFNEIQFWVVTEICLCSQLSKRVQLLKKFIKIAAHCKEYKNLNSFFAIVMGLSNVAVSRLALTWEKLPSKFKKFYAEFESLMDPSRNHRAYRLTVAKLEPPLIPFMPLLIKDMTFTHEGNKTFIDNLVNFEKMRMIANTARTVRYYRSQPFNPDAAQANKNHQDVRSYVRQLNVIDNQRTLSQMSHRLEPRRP
# Nrf2 block – Nrf2 pathway inhibition | A549 ARE-Fluc reporter, luciferase luminescence, 18-24 h | Potency, µM (series often up to 46 µM), for inactives: top-dose activity change, negative = inhibition, actives largely listed as inhibitors | actives 2.1% (n = 360,000) | AID 504444; note: % is set by controls: 0 for no effect and ±100 for the full control effect; nearly all actives have a fitted effect of over 60% in size
#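 A549 ARE_Fluc cells, 5000/well, 5% FBS OPTI-MEM; compounds in dose-response, 18-24 h at 37 °C/5% CO2; CellTiter-Fluor viability read (Ex 405/Em 525), then BugLite luciferase luminescence = Nrf2 activity.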
# HepG2 viability – HepG2 cytotoxicity, counter-screen for TGF-b inhibitors | HepG2 CAGA-GFP viability, ATP luminescence, 18 h | actives 0.76% (n = 410,000) | Potency, µM (highest dose often 46.1 µM), without a hit: at the highest dose activity change, negative = cytotoxicity, actives largely listed as cytotoxic | AID 588856; note: some results filed as inactive show a strong effect at the top dose
#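 CellTiter-Glo luminescence gave cytotoxicity after 18 hours at 37 degrees C. The cells were HepG2 CAGA-GFP in 1% FBS DMEM, stimulated with 500 pg/mL TGF-beta after compound addition. %Activity was normalised to no-cell wells (complete cell-killing) and DMSO (no toxicity), and curves were fitted and classified.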
# S2 tox – viability counter-screen for ATXN expression inhibitors; Potency, µM (highest dose often 56.7 µM), most hits filed as cytotoxic; S2 cells (HEK-293 line with an ATXN2-luciferase reporter) viability, CellTiter-Fluor protease fluorescence, 24 h; actives 0.49% (n = 400,000); AID 651635; note: nearly all actives have a fitted effect of over 40% in size
# MCF10A rerep – inducers of DNA re-replication in MCF 10A breast cells. MCF 10A DNA re-replication, Hoechst nuclear intensity, 48 h. Potency, µM (doses to about 46.1 µM), for inactives: top-dose activity, positive = re-replication, hits mostly activators. actives 2.9% (n = 350,000); note: % of control where 0% means no effect; nearly all actives have a fitted effect of over 50% in size
# Nrf2 activator – Nrf2 pathway activation. AREc32 ARE-luciferase reporter (MCF7-derived line), luminescence, 24 h. Potency, µM (highest dose often 46.1 µM), for inactives: at the top dose activation, most hits filed as activators. actives 0.31% (n = 410,000); note: % of control where 0% means no effect; nearly all actives have a fitted effect of over 65% in size
#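 Each well held 1000 AREc32 cells, which were incubated with compound for 24 hr at 37 deg C after overnight attachment, and ARE reporter activity was quantified by firefly luciferase luminescence.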
# A549 viability – A549 cytotoxicity, counter-screen for Nrf2 inhibitors | A549 ARE-Fluc cells, CellTiter-Fluor viability, 18-24 h | Potency, µM (top dose mostly 46 µM), without a hit: at the highest dose activity change, negative = cytotoxicity, usual class: inhibitors | actives 0.16% (n = 390,000) | AID 504648; note: % is set by controls: 0 for no effect and ±100 for the full control effect
#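 A549 ARE_Fluc cells in 5% FBS OPTI-MEM were exposed to compounds in concentration-response for 18-24 h at 37 deg C. Viability was read by CellTiter-Fluor fluorescence (Ex 405/Em 525) after 30 min, before the luciferase read.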
# TGFb inhibitor – TGF-b pathway inhibition. HepG2 CAGA-GFP TGF-b/SMAD3 reporter, GFP fluorescence, 18 h; TGF-beta stimulated, 500 pg/mL final. Potency, µM (series often up to 46.1 µM), for the others: top-dose activity, negative = inhibition, usual class: inhibitors. actives 1.2% (n = 410,000). AID 588855; note: % is set by controls: 0 for no effect and ±100 for the full control effect; nearly all actives have a fitted effect of over 65% in size
#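 GFP signal (ex488/em500-530) from TGF-beta-stimulated HEPG2 CAGA-GFP cells, 500 pg/mL final, 18 h at 37 degrees C in DMEM plus 1% FBS, normalized to unstimulated and DMSO-stimulated controls.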
# * hit, by the source's call; i = inactive; ? = inconclusive; . = not tested or not shown; & = joins results of further samples; [ ] = dose if it differs, or a comment. Calls come from the whole dose curve; as a rule, active = well fitted curve in the direction sought with a large enough effect; inconclusive = small, poorly fitted or top-dose-only effect, or another doubt; inactive = no such curve, though single readings can be large; an effect the other way counts as inactive or inconclusive. Potency is the fitted concentration of half-maximal effect. Only part of the results is shown; count on the stated rates, not on these rows.
SMILES,ATXN2 expr inh,EPAC2 antag,Nrf2 block,HepG2 viability,S2 tox,MCF10A rerep,Nrf2 activator,A549 viability,TGFb inhibitor
O=C(Nc1ccccc1)Nc1ccc(Br)c(Cl)c1,1.0%,0.5%,?,-4.2%,i,?,5.4%,?,?
O=C(NNc1c(F)c(F)cc(F)c1F)c1cc2ccccc2oc1=O,26.0%,-4.1%,10.3%,14.3%,i,-8.4%,4.1%,-6.3%,1.1%
Cc1oc(-c2cccc(Cl)c2)nc1CS(=O)(=O)CC(=O)NCCCN1CCOCC1,-27.6%,-9.5%,2.0%,-26.7%,?,-4.6%,-0.2%,-0.7%,-5.2%
CSc1nc(S(=O)(=O)c2ccc(C)cc2)c(N2CCOCC2)s1,.,-7.2%,.,4.5%,i,.,-1.1%,.,-3.4%
COc1ccc(CCNC(=O)COC(=O)c2cccn2C)cc1,-18.2%,-26.9%,2.0%,12.2%,i,0.6%,-0.2%,-2.6%,28.1%
CN(Cc1ccccc1)C(=O)c1nc2ccccn2c1CNCCCOc1cccnc1,.,1.6%,0.0%,6.9%,i,0.4%,-0.9%,0.0%,-8.9%
CCC(=O)c1cn(CC(=O)Nc2cc(C)ccc2C)c2ccccc12,.,22.9%,-2.9%,9.4%,i,?,0.2%,-10.9%,?
Cn1c2c(c(=O)n(C)c1=O)C(c1ccccc1[N+](=O)[O-])CC(=O)N2 (configuration not stated),-2.6%,.,-17.1%,15.6%,i,.,-0.9%,1.1%,-24.3%
COc1cccc(Nc2nc3ccc(C(=O)c4ccccc4)cc3n3cnnc23)c1,.,-27.4%,?,-7.3%,?,9.2µM*,1.1%,11.8%,1.7%
COc1ccc(C(=O)NC2CCN(CC(=O)NCc3ccccc3F)CC2)cc1,1.8%,1.2%,-5.7%,-2.9%,i,?,0.3%,2.4%,-0.6%
CCN(c1ccccc1)S(=O)(=O)c1ccc(OC)c(NC(=O)CNCC(C)O)c1 (configuration not stated),-0.7%,-0.5%,-17.7%,-0.6%,i,?,0.4%[9.22 µM],13.6%,-20.5%
Cc1nc2c3cccnc3nn2c(C)c1CCC(=O)NCc1ccccc1Cl,.,.,20.2%,-10.0%,.,.,1.2%,5.9%,2.0%
CN(Cc1ccccc1)S(=O)(=O)c1ccc(OCC(=O)NCc2ccccn2)cc1,-12.4%,-0.2%,4.3%,-5.7%,i,-10.9%,-0.6%,-0.5%,2.0%
O=C(NC1CCCCC1)C(c1cccnc1)N(C(=O)c1ccc(Cl)nc1)C1CCCCC1 (configuration not stated),-1.5%,7.1%,-3.1%,-4.0%,i,-0.6%,0.1%,-1.6%,0.0%
O=C(CCN1C(=O)C2CC=C(Cl)CC2C1=O)Nc1ccccc1O (configuration not stated),-16.2%,-1.5%,-14.8%,17.6%,i,-0.7%,4.0%,-7.3%,6.2%
O=c1[nH]n2c(=O)c3c([nH]c2c1N=Nc1cccc(Cl)c1)CCC3,-6.0%,-10.1%,24.3%,-8.9%,?,6.8%,-0.7%,-23.8%,0.0%
Cc1csc(SCC(=O)Nc2nncs2)n1,5.5%,4.4%,?,1.0%,i,-0.8%,5.9%,1.2%,8.6%
Nc1ccc2nc(-c3cccc(-c4nc5ccc(N)cc5[nH]4)c3)[nH]c2c1,7.6%,6.9%,?,3.6%,i,-7.3%,0.3%,-5.0%,-6.3%
CC(C)n1ncc2c(C(=O)N3CCN(c4ccc(F)cc4)CC3)cc(-c3ccccc3)nc21,11.8%,-1.8%,?,-1.2%,i,8.8%,-0.1%,-9.2%,-11.1%
Cc1nc2ccc(Br)cc2c(-c2ccccc2)c1C(=O)O,-8.2%,3.3%,-6.5%,-2.1%,i,8.7%,0.1%,-6.0%,-5.6%
COc1ccc(/C=C2\SC(=S)N(CCCC(=O)N3CCOCC3)C2=O)cc1,-14.7%,-3.7%,-5.8%,-27.2%,i,?,-1.1%,-16.8%,-9.1%
COc1ccc(N=C2NN=C(c3ccc4c(c3)OCCO4)CS2)cc1,6.1%,19.1%,-26.5%,12.7%,i,8.4%,5.5%,-8.4%,?
Cc1ccc(S(=O)(=O)NCCC(=O)Nc2cccc(S(N)(=O)=O)c2)cc1C,9.8%,1.6%,0.0%,-5.6%,i,1.9%,-0.4%,8.4%,-10.8%
COc1ccc(C(=O)NNC(=O)C2CCN(S(=O)(=O)c3ccc(C)cc3)CC2)cc1,-3.6%,14.5%,-10.3%,-12.0%,i,0.5%,-0.4%,-1.0%,-17.6%
COc1cccc(/C=C/C(=O)NNC(=O)c2cc(C)oc2C)c1,2.5%,-2.9%,-2.1%,-14.8%,i,3.5%,3.9%,0.3%,15.8%

# Full records from above. Screens in order: ATXN2 expr inh	EPAC2 antag	Nrf2 block	HepG2 viability	S2 tox	MCF10A rerep	Nrf2 activator	A549 viability	TGFb inhibitor
# COc1ccc(C(=O)NNC(=O)C2CCN(S(=O)(=O)c3ccc(C)cc3)CC2)cc1 reads -3.6%	14.5%	-10.3%	-12.0%	i	0.5%	-0.4%	-1.0%	-17.6%
# COc1ccc(CCNC(=O)COC(=O)c2cccn2C)cc1 reads -18.2%	-26.9%	2.0%	12.2%	i	0.6%	-0.2%	-2.6%	28.1%
# Cc1ccc(S(=O)(=O)NCCC(=O)Nc2cccc(S(N)(=O)=O)c2)cc1C reads 9.8%	1.6%	0.0%	-5.6%	i	1.9%	-0.4%	8.4%	-10.8%
# Cc1oc(-c2cccc(Cl)c2)nc1CS(=O)(=O)CC(=O)NCCCN1CCOCC1 reads -27.6%	-9.5%	2.0%	-26.7%	?	-4.6%	-0.2%	-0.7%	-5.2%

# Next part.
SMILES,ATXN2 expr inh,EPAC2 antag,Nrf2 block,HepG2 viability,S2 tox,MCF10A rerep,Nrf2 activator,A549 viability,TGFb inhibitor
CC(C)CN1C(=O)c2ccc(C(=O)Nc3ccc(O)cc3C(=O)O)cc2C1=O,-10.4%,-6.6%,3.3%,-1.2%,i,0.8%,0.2%,0.7%,8.0%
CC1CCCCN1Cc1ccc(-c2nn[nH]n2)cc1 (configuration not stated),4.6%,-7.5%[57.1 µM],9.2%,12.8%,?,3.3%,-0.5%,1.3%,22.3%
CC(=O)N1c2ccc(S(=O)(=O)N3CCC(C(=O)N4CCN(c5ccccc5F)CC4)CC3)cc2CC1C (configuration not stated),-32.8%,6.7%,?,-1.1%,i,17.0%,-0.6%,2.4%,-3.1%
Cc1ccc(S(=O)(=O)CCC(=O)OCC(=O)c2ccc(C)c(C)c2)cc1,0.8%,10.3%,2.1%,14.2%,?,-1.8%,0.3%,0.3%,19.5%
Cc1ccc(NC(=O)Cn2c(=O)oc3ccccc32)cc1,1.1%,2.3%,4.4%,2.3%,i,2.2%,0.1%,-12.1%,-2.2%
Cc1noc(C)c1C(=O)N1CCN(Cc2ccc3c(c2)OCO3)CC1,-0.4%,-4.2%,10.6%,-12.5%,i,1.2%,-0.1%,14.8%,-7.1%
COc1ccc(C2c3c(oc4ccccc4c3=O)C(=O)N2c2ccccn2)cc1OC (configuration not stated),-2.2%,-6.1%,8.7%,-68.6%,i,0.4%,0.1%,3.0%,-16.0%
O=C(CCc1ccccc1)NNC(=O)c1ccccn1,?,-8.5%,?,-31.3%,?,2.6%,0.2%,-9.9%,-24.1%
Cc1sc2c(c1C)c(=O)n(CCc1ccccc1)c(=O)n2Cc1ccc(F)cc1,-2.9%,.,16.6%,3.7%,i,.,-0.6%,-0.1%,3.6%
CC1Nc2nc(NC(=O)C(C)(C)C)[nH]c(=O)c2N(C)C1C (configuration not stated),9.5%,2.6%,15.3%,0.2%,i,2.7%,-0.6%,0.1%,0.2%
CC1CCC2(CC1)NC(=O)N(Cc1nnc(-c3cccs3)o1)C2=O (configuration not stated),-0.8%,0.9%,-17.9%,0.2%,i,10.4%,-0.5%,-0.9%,0.7%
O=C1CCCc2cc(S(=O)(=O)N3CCCC(C(=O)NCc4ccccc4Cl)C3)ccc2N1 (configuration not stated),-10.8%,.,-10.5%,-10.3%,?,.,-1.5%,-3.2%,4.6%
CCC(C)N1C(=S)SC(C)(C)C1N(O)C(=O)NC1CCCCC1 (configuration not stated),3.6%,5.1%,-3.7%,4.5%,i,-5.8%,-0.2%,-0.6%,-17.4%
O=S1OCCN1c1ccccc1 (configuration not stated),2.8%,3.1%,1.4%,1.5%,i,9.1%,-0.1%,1.8%,5.1%
CCn1c(COC(=O)CNC(=O)c2ccccc2)nc2cc(S(=O)(=O)N(C)C)ccc21,-1.5%,2.4%,0.6%,-3.0%,i,6.7%,0.0%,0.4%,-15.1%
CCc1c(C)sc(NC(=O)c2cc(-c3ccc(OC)c(OC)c3)on2)c1C#N,9.1%&-23.1%,-10.2%,?,0.7%&-8.6%,i,5.17µM*,0.2%&-0.4%,-0.3%&-6.1%,8.9%&1.1%
CC1=NN(c2nc(-c3ccc(C)cc3)cs2)C(=O)C1N=Nc1cccc(O)c1 (configuration not stated),-3.9%,-2.5%,7.0%,-10.9%,i,-7.3%,3.4%,-11.9%,-19.5%
CCc1ccc(CNC(=O)c2cnc3sc(N4CCCCC4)nn3c2=O)cc1,-0.8%,.,11.0%,-3.7%,i,.,-0.8%,19.6%,-3.8%
CC1CCN(CC(=O)Nc2nn(-c3ccccc3)nc2C(N)=O)CC1,-18.3%[11.3 µM],6.9%,?,9.4%,i,13.5%,-0.2%,-0.4%,0.6%
CN1CCN(c2ccccc2NC(=O)c2ccc(-c3ccccc3)cc2)CC1,-17.1%,0.9%,.,-62.1%,i,14.3%,0.8%,17.7%,?
O=C(COC(=O)c1cc(S(=O)(=O)N2CCOCC2)ccc1O)NCCc1ccccc1,0.7%,6.0%,-14.1%,0.3%,i,-3.9%,0.0%,-12.2%,-3.2%
CN(C)CCN(Cc1ccccc1)C(=O)[C@H](Cc1ccccc1)N1C(=O)c2ccccc2C1=O,-19.1%,2.8%,-5.0%,-1.1%,i,2.7%,-0.9%,-0.4%,-4.7%
O=C(NCc1ccc(Cl)cc1)c1cnc2sc(N3CCCCCC3)nn2c1=O,.,.,12.0%,2.9%,.,.,-0.7%,8.8%,-24.9%
CCN1C(=O)CC(SC2CC(=O)N(CC)C2=O)C1=O (configuration not stated),-5.8%,1.6%,11.3%,-4.0%,i,?,11.5%,-10.4%,2.0%
